# Screening results deposited in PubChem BioAssay by The Scripps Research Institute Molecular Screening Center.
# M1 ag parental – counter-screen for M1 agonists: effect in parental CHO-K1 cells; Fluo-8 calcium fluorescence; scaled to maximal ATP response, vehicle zero; activation, % at 3 µM; 0.48% of 360,000 active; in the data active means activation above about 15%;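 further: untransfected CHO-K1 host cells lacking M1 receptor as counterscreen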
# M4 PAM – human M4 muscarinic receptor positive allosteric modulators, primary screen, CHO-K1 cells, Fluo-8 calcium fluorescence | Muscarinic acetylcholine receptor M4 (Homo sapiens), P08173 | CHO-K1 hM4/Gqi5, ACh EC20; 0% = ACh EC20, 100% = maximal ACh | activation, % at 3 µM | 0.4% of 360,000 active;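 active means activation above its plate's cutoff, the mean activation of sample wells plus 3 SD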; further: some results filed as inactive read as strong as hits
# Target sequence (P08173 whole entry, looked up): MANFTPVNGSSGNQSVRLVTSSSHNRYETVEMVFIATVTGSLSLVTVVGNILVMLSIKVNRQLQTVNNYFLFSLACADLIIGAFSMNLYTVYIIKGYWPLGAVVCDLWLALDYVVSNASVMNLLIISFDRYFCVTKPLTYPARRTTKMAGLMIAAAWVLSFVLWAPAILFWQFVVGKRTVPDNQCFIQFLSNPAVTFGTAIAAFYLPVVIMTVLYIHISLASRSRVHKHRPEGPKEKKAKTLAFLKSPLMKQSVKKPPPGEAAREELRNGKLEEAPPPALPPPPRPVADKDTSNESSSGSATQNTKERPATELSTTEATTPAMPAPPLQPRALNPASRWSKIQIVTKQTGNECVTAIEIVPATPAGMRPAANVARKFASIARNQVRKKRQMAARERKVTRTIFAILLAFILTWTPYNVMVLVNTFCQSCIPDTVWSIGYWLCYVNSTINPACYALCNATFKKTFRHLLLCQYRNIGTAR
# CHO-K1 Ca PAM – nonselective calcium activators in parental CHO-K1 cells, primary screen, counter-screen for M1 PAM project, cell-based, Fluo-8 calcium fluorescence, full deck, 1536-well. ATP EC20; 0% at ATP EC20, 100% at ATP max. activation, % at 3 µM. 0.02% of 360,000 active;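 active means activation above the run cutoff, the mean activation of all test compounds plus 3 SD, cut at about 40% in these data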;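 further: peak over basal fluorescence ratio in a 140 s read after ATP addition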
# CHO-K1 Ca antag – nonselective inhibitor or artifact in parental CHO-K1 cells. ATP-induced calcium, Fluo-8 fluorescence. inhibition, % at 3 µM. 0.6% of 360,000 active. AID 602250;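 active means inhibition above a per-plate cutoff, the plate's mean sample inhibition plus 3 SD, cut at about 24% in these data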;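 further: 0% = DMSO plus EC80 ATP and 100% = DMSO alone without ATP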
# CHRM4 agonist – human M4 muscarinic receptor agonists, primary screen, CHO-K1 cells, Fluo-8 calcium fluorescence | activation, % at 3 µM | 0.14% of 360,000 active | CHO-K1 hM4/Gqi5; vehicle 0%, full acetylcholine response 100% | AID 624127, 2012 | Muscarinic acetylcholine receptor M4 (Homo sapiens), P08173;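 active means activation above the run mean over all test wells plus 3 SD, cut at about 32% in these data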;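 further: peak over basal fluorescence ratio per well then scaled between controls; 0% = DMSO wells and 100% = acetylcholine at EC100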
# CHRM5 antagonist – human M5 muscarinic receptor antagonists, primary screen, CHO cells, Fluo-8 calcium fluorescence | CHO-hM5 cells, ACh EC80 | 0.59% of 360,000 active | AID 624040, 2012 | inhibition, % at 3 µM;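 active means inhibition above a per-plate cutoff, the mean of that plate's test compounds plus 3 SD, cut at about 27% in these data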;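 further: 0% = acetylcholine EC80 with DMSO and 100% = DMSO without agonist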
# Target sequence (P08912 whole entry, looked up): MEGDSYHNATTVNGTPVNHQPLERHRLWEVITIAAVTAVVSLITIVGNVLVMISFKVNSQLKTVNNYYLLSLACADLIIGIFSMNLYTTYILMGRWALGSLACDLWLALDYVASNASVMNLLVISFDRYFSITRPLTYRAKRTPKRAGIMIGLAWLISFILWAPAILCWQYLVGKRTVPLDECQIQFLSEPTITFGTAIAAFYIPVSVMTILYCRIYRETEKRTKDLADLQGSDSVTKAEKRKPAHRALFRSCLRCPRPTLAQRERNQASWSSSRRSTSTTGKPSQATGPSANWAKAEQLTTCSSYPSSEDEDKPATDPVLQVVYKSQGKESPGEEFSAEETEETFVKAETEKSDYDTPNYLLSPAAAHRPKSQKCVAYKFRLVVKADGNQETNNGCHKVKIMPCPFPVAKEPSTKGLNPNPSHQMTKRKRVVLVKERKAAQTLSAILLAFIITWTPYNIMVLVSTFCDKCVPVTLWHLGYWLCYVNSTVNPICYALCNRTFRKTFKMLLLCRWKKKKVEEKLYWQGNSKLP
# CHRM5 PAM – human M5 muscarinic receptor positive allosteric modulators, primary screen, CHO-K1 cells, Fluo-8 calcium fluorescence. CHO-K1 hM5, ACh EC20 PAM; 0% = ACh EC20, 100% = ACh EC100. activation, % at 3 µM. 0.3% of 360,000 active. AID 624038, 2012;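 active means activation above the run cutoff, the mean activation of all test compounds plus 3 SD, cut at about 18% in these data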
#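 System – CHO-K1 hM5 cells · Compound – 3 µM, single dose · Incubation – compound preincubation 140 s before EC20 acetylcholine addition · Technique – Fluo-8 calcium fluorescence · Measure – Max/basal fluorescence ratio as % of EC20–EC100 ACh window · Benchmarks – low control EC20 acetylcholine (0%), high control EC100 acetylcholine (100%) · Replication – singlicate, one well per test compound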
# CHRM5 agonist – human M5 muscarinic receptor agonists, primary screen, CHO-K1 cells, Fluo-8 calcium fluorescence; activation, % at 3 µM; 0.19% of 360,000 active; Muscarinic acetylcholine receptor M5 (Homo sapiens), P08912; CHO-K1 hM5 cells; 0% DMSO wells, 100% maximal acetylcholine response;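 active means activation above the run's mean over test compounds plus 3 SD, cut at about 23% in these data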;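 further: signal is peak over basal fluorescence ratio across the kinetic read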
# M4 antag – human M4 muscarinic receptor antagonists, primary screen, CHO cells, Fluo-8 calcium fluorescence | Muscarinic acetylcholine receptor M4 (Homo sapiens), P08173 | CHO-hM4 cells, ACh EC80 | inhibition, % at 3 µM | 0.73% of 360,000 active | AID 624125, 2012;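 active means inhibition above its plate's cutoff, the mean inhibition of sample wells plus 3 SD, cut at about 27% in these data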;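 further: 0% = acetylcholine EC80 with DMSO and 100% = DMSO without agonist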
# Active calls of the source: *.
SMILES,M1 ag parental,M4 PAM,CHO-K1 Ca PAM,CHO-K1 Ca antag,CHRM4 agonist,CHRM5 antagonist,CHRM5 PAM,CHRM5 agonist,M4 antag
CCc1noc(C)c1C(=O)N1CCCC(N2CCN(c3ccccc3F)CC2)C1 (centres undefined),1.6,17,1,-4,2,3,-5,1,-10
CCc1c(C)sc(NC(=O)c2cc(-c3ccc(O)cc3)on2)c1C#N,-0.3,10,-11,33*,1,-8,5,1,-19
O=C(NCc1ccc(F)cc1)c1cccc2c1C(=O)N(Cc1cccnc1)C2,0.4,0,6,-8,0,-13,1,-3,-13
CN(C)CCCNCCCNC(=O)/C(=N\O)c1ccccn1,0.4,17,5,-2,0,5,-2,-2,9
Cc1ccccc1-c1nnnn1C1CCS(=O)(=O)C1 (centres undefined),0.5,0,15,-2,2,-5,5,-1,-6
COCCn1c(=S)[nH]c2ccc(N(C)C)cc2c1=O,-0.1,7,2,5,0,1,0,0,-3
Cc1ccc(-c2nc(CN(CC3CCC3)CC3CCCO3)c(C)o2)s1 (centres undefined),-0.1,1,-2,-3,0,8,0,-4,1
Cc1ccc(CSCC(=O)NCc2ccco2)cc1,-0.1,2,12,-13,0,1,9,-1,6
COc1cccc(C(=O)CN(C(=O)c2ccc(Cl)c(Cl)c2)N2C(=O)c3ccccc3C2=O)c1,-0.3,4,11,1,0,0,-4,0,-3
Cn1ccnc1/C(=N\NC(=O)c1ccccc1)c1cccc([N+](=O)[O-])c1,0.7,-9,-7,-5,1,3,4,2,0
COCCCn1nnnc1SCC(=O)Nc1ccc2c(c1)OCCO2,0.5,-2,16,-11,0,6,1,-2,-4
CC(=O)c1ccc(S(=O)(=O)NC2CC(=O)N(c3ccc4c(c3)OCCO4)C2)cc1 (centres undefined),0.3,-7,-25,14,3,3,-2,5,4
COc1cccc(-c2cccc(-c3nc(C(=O)Nc4ccc(-c5ccccc5)cc4)cc4c3[C@H](CCO)N(S(=O)C(C)(C)C)C4)c2)c1 (some centres undefined),-0.6,11,-5,-5,3,-5,15,3,-3
CCCCN(C(=O)C(C)N1C(=O)c2ccccc2C1=O)c1c(N)n(CC(C)C)c(=O)[nH]c1=O (centres undefined),-0.1,2,-5,4,0,-5,4,1,-7
CCCCCC(=O)N1CCCCC1,1.7,-1,15,-12,2,3,-2,-4,9
COc1ccc(S(=O)(=O)N2CCOC2CNC(=O)C(=O)NCCc2ccc(OC)c(OC)c2)cc1C (centres undefined),8.3,-5,-7,1,14,18,-18,2,-8
Nc1ccc2c(c1)Cc1cc([N+](=O)[O-])ccc1-2,26*,-7,9,13,11,28*,-12,35*,13
O=C(NCc1ccco1)C1CC(c2cc(C(F)(F)F)cc(C(F)(F)F)c2)=NO1 (centres undefined),-0.3,18,9,-12,0,2,0,-2,-4
COc1ccc(-c2csc(N(CC3CCCO3)C(=O)c3ccco3)n2)cc1 (centres undefined),0.6,-6,-8,-3,1,1,0,-4,1
Cn1c(SCC(=O)N2CCCCC2)nc2c([nH]c3ccccc32)c1=O,0.1,-5,-5,8,1,0,-6,-3,-3
COc1ccc2oc(=O)c(C(=O)N3CCN(c4ccccc4F)CC3)cc2c1,1.8,7,24,-5,1,-3,4,-1,-3
COc1ccc(-c2csc3ncnc(NCCN4CCOCC4)c23)cc1,1.3,5,14,-1,2,4,0,-1,-1
COc1ccc(/C=C2\SC(=S)N(C(C)C(=O)NC3C=CS(=O)(=O)C3)C2=O)cc1 (centres undefined),6.9,2,19,-14,4,4,3,-2,0
Cc1ccc(S(=O)(=O)N(C)C)cc1NC(=O)COC(=O)Cc1ccccc1F,0.9,-2,6,0,2,4,-2,1,2
CC1=NN(c2ccccc2)C(=O)/C1=C\c1ccc(Br)s1,-0.3,0,-1,14,0,-1,-4,1,4
CC1(c2nc3ccccc3[nH]2)c2ccccc2C(=O)N1Cc1ccccc1 (centres undefined),0.5,0,16,-25,0,-1,0,-1,1
CCOC(=O)Cc1csc(NC(=O)c2ccc3c(c2)OCO3)n1,2.2,7,13,-7,4,8,-9,3,9
O=C(NCN1CCN(c2ccccc2F)CC1)c1ccccc1,1.9,-8,19,-2,0,-2,-1,-1,14
Cc1[nH]n(-c2ccccc2)c(=S)c1C=Nc1ccc([N+](=O)[O-])cc1,0.3,7,11,-2,0,4,8,-1,-3
CCOC(=O)c1c(NC(=O)CSc2nnc(N)s2)sc(C)c1-c1ccc(C)cc1,0.1,16,28,-8,1,-5,-3,-1,-14

# Ordered by number of heavy atoms (largest number first): some entries from above
SMILES,M1 ag parental,M4 PAM,CHO-K1 Ca PAM,CHO-K1 Ca antag,CHRM4 agonist,CHRM5 antagonist,CHRM5 PAM,CHRM5 agonist,M4 antag
Cc1ccc(S(=O)(=O)N(C)C)cc1NC(=O)COC(=O)Cc1ccccc1F,0.9,-2,6,0,2,4,-2,1,2
CCOC(=O)Cc1csc(NC(=O)c2ccc3c(c2)OCO3)n1,2.2,7,13,-7,4,8,-9,3,9
CC1=NN(c2ccccc2)C(=O)/C1=C\c1ccc(Br)s1,-0.3,0,-1,14,0,-1,-4,1,4

# (list continues)
SMILES,M1 ag parental,M4 PAM,CHO-K1 Ca PAM,CHO-K1 Ca antag,CHRM4 agonist,CHRM5 antagonist,CHRM5 PAM,CHRM5 agonist,M4 antag
Cc1ccc2cc(C)c(N3CCC(C)CC3)nc2c1,0.1,1,23,-2,1,0,2,-2,2
Cc1cc(NS(=O)(=O)c2ccc(NC(=O)c3ccc(Cl)cc3[N+](=O)[O-])cc2)no1,-0.1,-2,-3,-5,0,0,5,-3,7
O=c1c2ccccc2nnn1CSc1nnc(-c2ccco2)o1,0.8,1,19,12,2,-5,-2,-3,-3
CC(C)C(=O)Nc1ccccc1C(=O)N/N=C/c1ccc([N+](=O)[O-])cc1,2.7,-8,4,-2,5,7,-6,0,5
Cc1nnc(SCCC(=O)Nc2nc(-c3ccccc3)ns2)s1,4.7,-12,15,-2,10,-2,1,-1,4
CCC(CC)C(=O)Nc1ccc(-c2cn3cccnc3n2)cc1,1.3,2,-19,-1,1,7,-5,-4,3
CCOC(=O)c1ccc(NC(=O)c2cc(S(=O)(=O)N3CCOCC3)cn2C)cc1,6.4,-11,-1,6,25,10,-14,2,-1
O=C(Nc1ccc(C(=O)N2CCCCC2)cc1)C1CCCCC1,0.5,0,4,-11,0,-6,9,-9,3
COc1ccc(C2NC(=S)NC(C)=C2C(=O)Nc2ccccn2)cc1 (centres undefined),0.3,9,-1,1,1,8,-5,-3,0
CCOc1cc2[nH]c(=O)n(Cc3ccc(C(=O)NCCCN4CCCC4=O)cc3)c(=O)c2cc1OCC,0.1,13,8,-20,1,-6,7,1,-13

# CHRM5 agonist, hit marks shown above.
SMILES,M4 PAM,CHRM4 agonist,CHRM5 antagonist,CHRM5 PAM,CHRM5 agonist,M4 antag
Nc1ccc2c(c1)Cc1cc([N+](=O)[O-])ccc1-2,-7,11,28*,-12,35*,13

# Next section
SMILES,M1 ag parental,M4 PAM,CHO-K1 Ca PAM,CHO-K1 Ca antag,CHRM4 agonist,CHRM5 antagonist,CHRM5 PAM,CHRM5 agonist,M4 antag
COc1ccc(-c2nnc(SCC(=O)NC3CCCc4ccccc43)n2N)cc1 (centres undefined),0.1,2,18,-8,2,-4,7,-1,-2
CCCN1C(=O)/C(=C/c2ccc(OCc3ccc(C(=O)O)cc3)c(OC)c2)NC1=S,-0.2,-2,-26,14,0,12,-1,1,3
COc1cccc(C(=O)COC(=O)CCC(=O)NC2CCCCC2)c1,-0.2,2,-8,9,1,16,-3,-2,3
COCCN1CCN(Cc2nc(C3(c4ccc(C)cc4)CCCC3)no2)CC1,0.2,-5,-7,1,2,16,-11,-18,1
Cc1cccc(-n2ccc(=O)c(C(=O)Nc3ccc(S(=O)(=O)Nc4nccs4)cc3)n2)c1,-0.1,5,-10,-2,1,3,-4,-2,-5
COc1ccc(CNC(=O)C2(CC3CC(c4ccccc4)=NO3)CCN(C(=O)C3CCCC3)CC2)cc1 (centres undefined),0.8,0,12,-20,4,3,7,-3,-3
O=C(NC1CCCN(c2ccc(C(F)(F)F)cn2)C1)c1cc(Cl)ccc1F (centres undefined),0.0,-3,-2,-5,0,5,-3,-2,1
CCOC(=O)Cc1csc(NC(=O)Nc2ccccc2)n1,6.0,-1,5,5,10,-4,-15,2,-3
COc1cccc(CN2CCN(Cc3ccc(O)c(OC)c3)CC2CCO)c1 (centres undefined),0.4,-4,7,-11,1,-9,2,-7,-18
CC(C)c1ccc(N(CC(=O)O)S(=O)(=O)c2cccnc2)cc1,0.5,-4,5,-1,0,-2,-1,2,-4
O=C(Nc1ccccc1)c1cc(C2CCCN(C(=O)C3CC3)C2)on1 (centres undefined),1.8,1,28,-11,1,5,3,0,-3
COc1ccc([C@H]2CC(=O)C=C(c3c(OC)cccc3OC)C2)cc1,-0.9,1,-15,5,2,1,1,5,16
CCCC(=O)NC(Nc1ccc(S(=O)(=O)Nc2ncccn2)cc1)(C(=O)OCC)C(F)(F)F (centres undefined),-0.4,1,-9,-1,0,0,-4,-3,2
O=C1CCCN1CCCNCC(=O)N1c2ccccc2Sc2ccccc21,0.1,-18,19,-16,0,35*,-26,-12,52*
CSc1ccccc1OCc1cc(C(=O)NCc2ccc(C)s2)no1,-0.6,4,-23,9,0,-1,-1,-5,-2
O=C(CSc1nc(-c2ccccc2)cc(C(F)(F)F)n1)c1cccc([N+](=O)[O-])c1,-0.2,5,2,-10,1,4,-4,2,1
CN(C(=O)COC(=O)c1cc(S(=O)(=O)N(C)C)ccc1Cl)C1CCS(=O)(=O)C1 (centres undefined),0.8,-3,8,1,0,5,9,-4,2
C=COCCNC(=O)C1CC(=O)N(c2ccc(C)cc2)C1 (centres undefined),-0.5,-8,-6,9,1,-4,6,1,14
CCCc1nnc(NC(=O)Cn2cnc3ccccc3c2=O)s1,0.0,10,-11,4,1,0,-6,3,-2
Cc1noc(C)c1CCC(=O)Nc1cc(Cl)ccc1C(=O)O,0.0,-5,-5,0,0,-3,9,1,7
CCOC(=O)c1cc(C(=O)NN)c(=O)[nH]c1C,0.6,3,16,-6,0,-1,9,3,-2
COC(=O)CNC(=O)c1ccc(OC2CCN(C(=O)C3CC3)CC2)cc1,-0.3,1,-3,2,2,10,-4,2,0
CC(C)(C)c1ccc(C(=O)Nc2ccccc2Cl)cc1,-0.5,-2,2,-12,-3,3,-4,-4,9
COC(=O)C1=C(C(=O)OC)[C@@H]2N(C)c3ccccc3[C@@]23C[C@@H](C(=O)OC)N(C(=O)c2ccco2)C3=N1,1.6,11,2,6,0,8,5,0,-1
C[C@H]1COC(=O)[C@@H](Cc2ccc(F)cc2)CC/C=C\C[C@H](CC(=O)NCCO)C(=O)N1,-0.1,-3,8,3,1,2,0,0,-4
S=C(NCCC1=CCCCC1)NCc1ccco1,0.2,-10,15,-21,0,7,-2,-1,4
